Source: PubChem BioAssay
CHRM4 agonist: human M4 muscarinic receptor agonists, primary screen, CHO-K1 cells, Fluo-8 calcium fluorescence. activation, % at 3 µM. actives 0.14% (n = 360,000). AID 624127, 2012. Muscarinic acetylcholine receptor M4 (Homo sapiens), P08173. CHO-K1 hM4/Gqi5; vehicle 0%, full acetylcholine response 100%;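 active = activation above the run mean over all test wells plus 3 SD, cut at about 32% in these data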;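 note: peak over basal fluorescence ratio per well then scaled between controls; 0% = DMSO wells and 100% = acetylcholine at EC100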
Target sequence (P08173 whole entry, looked up): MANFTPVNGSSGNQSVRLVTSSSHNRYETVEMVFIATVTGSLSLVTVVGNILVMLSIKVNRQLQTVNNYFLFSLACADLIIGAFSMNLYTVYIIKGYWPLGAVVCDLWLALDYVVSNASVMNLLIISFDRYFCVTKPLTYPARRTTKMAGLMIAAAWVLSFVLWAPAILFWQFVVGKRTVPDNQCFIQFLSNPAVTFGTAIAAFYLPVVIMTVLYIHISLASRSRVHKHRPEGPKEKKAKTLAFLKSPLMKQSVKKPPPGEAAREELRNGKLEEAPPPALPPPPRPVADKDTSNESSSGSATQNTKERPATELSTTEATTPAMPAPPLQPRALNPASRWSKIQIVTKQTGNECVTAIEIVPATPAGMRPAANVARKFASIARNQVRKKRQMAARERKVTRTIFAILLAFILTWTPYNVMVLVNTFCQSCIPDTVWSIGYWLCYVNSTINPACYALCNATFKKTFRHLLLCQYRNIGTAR
CHRM5 antagonist: human M5 muscarinic receptor antagonists, primary screen, CHO cells, Fluo-8 calcium fluorescence | Muscarinic acetylcholine receptor M5 (Homo sapiens), P08912 | CHO-hM5 cells, ACh EC80 | inhibition, % at 3 µM | actives 0.59% (n = 360,000);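 active = inhibition above a per-plate cutoff, the mean of that plate's test compounds plus 3 SD, cut at about 27% in these data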;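 note: 0% = acetylcholine EC80 with DMSO and 100% = DMSO without agonist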
M4 PAM: human M4 muscarinic receptor positive allosteric modulators, primary screen, CHO-K1 cells, Fluo-8 calcium fluorescence; Muscarinic acetylcholine receptor M4 (Homo sapiens), P08173; CHO-K1 hM4/Gqi5, ACh EC20; 0% = ACh EC20, 100% = maximal ACh; activation, % at 3 µM; actives 0.4% (n = 360,000); AID 624126, 2012;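 active = activation above its plate's cutoff, the mean activation of sample wells plus 3 SD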; note: some results filed as inactive read as strong as hits
M4 antag: human M4 muscarinic receptor antagonists, primary screen, CHO cells, Fluo-8 calcium fluorescence; Muscarinic acetylcholine receptor M4 (Homo sapiens), P08173; CHO-hM4 cells, ACh EC80; inhibition, % at 3 µM; actives 0.73% (n = 360,000); AID 624125, 2012;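 active = inhibition above its plate's cutoff, the mean inhibition of sample wells plus 3 SD, cut at about 27% in these data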;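 note: 0% = acetylcholine EC80 with DMSO and 100% = DMSO without agonist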
CRFR2-BP ag: agonists of CRF-BP/CRF-R2 complex, primary screen, cell-based, HEK293, calcium dye fluorescence, uHTS | CRF-binding protein / CRF receptor 2 complex (human) | calcium dye fluorescence (FLIPR); percent of saturating CRF peptide response | activation, % at 13.2 µM | actives 0.46% (n = 350,000) | AID 588473, 2011;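 active = activation of at least 50%, plus an integration ratio under a set limit after plate pattern correction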;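 note: plate controls were neutral control wells without compound for no effect and CRF at EC100 for full effect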
CHRM5 PAM: human M5 muscarinic receptor positive allosteric modulators, primary screen, CHO-K1 cells, Fluo-8 calcium fluorescence. CHO-K1 hM5, ACh EC20 PAM; 0% = ACh EC20, 100% = ACh EC100. activation, % at 3 µM. actives 0.3% (n = 360,000);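 active = activation above the run cutoff, the mean activation of all test compounds plus 3 SD, cut at about 18% in these data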
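system = human M5 receptor in CHO-K1 cells | reagent = EC20 acetylcholine as agonist stimulus | compound dosing = single-point, 3 µM nominal | incubation = Fluo-8 loading 80 min at 37 °C plus 30 min room temperature | detection = Fluo-8 calcium dye fluorescence, kinetic read | benchmarks = low control EC20 acetylcholine (0%), high control EC100 acetylcholine (100%)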
CRFR2-BP antag: antagonists of CRF-BP/CRF-R2 complex, primary screen, cell-based, HEK293, calcium dye fluorescence, uHTS; CRF-induced calcium fluorescence; inhibition, % at 11.8 µM; actives 0.59% (n = 350,000); AID 588475, 2011;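 active = inhibition of the ligand-induced calcium signal above about 50% at the single tested concentration, limit read from the data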
M1 PAM: human M1 muscarinic receptor positive allosteric modulators, primary screen, CHO-K1 cells, Fluo-8 calcium fluorescence, 1536-well; CHO-K1 hM1, ACh EC20; 0% = ACh EC20, 100% = maximal ACh; actives 0.088% (n = 360,000); AID 588819, 2011; activation, % at 3 µM; in the data active = activation above about 19%, passing the limit was not always enough
Target sequence (P11229 whole entry, looked up): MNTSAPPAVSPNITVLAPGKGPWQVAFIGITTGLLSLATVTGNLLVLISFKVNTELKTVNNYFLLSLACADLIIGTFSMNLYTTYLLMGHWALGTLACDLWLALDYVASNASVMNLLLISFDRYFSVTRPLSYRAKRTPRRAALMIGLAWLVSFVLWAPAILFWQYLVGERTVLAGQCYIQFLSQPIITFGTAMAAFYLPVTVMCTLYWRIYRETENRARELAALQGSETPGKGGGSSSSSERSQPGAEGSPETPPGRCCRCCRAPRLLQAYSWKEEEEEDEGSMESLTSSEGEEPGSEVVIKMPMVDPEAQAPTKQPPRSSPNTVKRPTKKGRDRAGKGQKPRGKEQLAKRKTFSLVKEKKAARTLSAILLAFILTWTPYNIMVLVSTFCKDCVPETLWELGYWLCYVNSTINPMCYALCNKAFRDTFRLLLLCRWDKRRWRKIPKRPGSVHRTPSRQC
M5 ag: human M5 muscarinic receptor agonists, primary screen, CHO-K1 cells, Fluo-8 calcium fluorescence; Muscarinic acetylcholine receptor M5 (Homo sapiens), P08912; CHO-K1 hM5 cells; 0% DMSO wells, 100% maximal acetylcholine response; activation, % at 3 µM; actives 0.19% (n = 360,000); AID 624037, 2012;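 active = activation above the run's mean over test compounds plus 3 SD, cut at about 23% in these data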;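 note: signal is peak over basal fluorescence ratio across the kinetic read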
Active calls of the source: *; · = no result given.

(1) COc1ccc(C(=O)NCCc2nnc(SCc3nc4ccccc4c(=O)[nH]3)n2C)cc1
(2) CCOC(=O)C1CCCN(C(=O)c2cc(C(C)(C)C)nn2C)CC1 (configuration not stated)
(3) Cc1oc(-c2ccc(Cl)cc2)nc1CN1CCCC(C(=O)N2CCN(C(=O)c3ccco3)CC2)C1 (configuration not stated)
(4) Cn1c(/C=C/c2ccc([N+](=O)[O-])o2)nc2ccccc2c1=O
(5) CC1CCN(C(=S)c2ccc(N(C)C)cc2)CC1
(6) C/C(CC(=O)N1CCCC1)=N\NC(=O)c1cc2ccccc2cc1O
(7) COc1ccccc1CNC(c1ccccc1)c1ccccc1
(8) Cc1ccc(/C(O)=C2\C(=O)C(=O)N(C)C2c2ccccc2[N+](=O)[O-])cc1 (configuration not stated)
(9) CS(=O)(=O)NC1c2cccc3cccc(c23)C1Sc1nncn1/N=C/c1ccco1 (configuration not stated)
(10) CCS(=O)(=O)Nc1c(C(=O)O)[nH]c2ccccc12

assay / compound	1	2	3	4	5	6	7	8	9	10
CHRM4 agonist	0	3	10	1	-1	0	-2	-2	3	1
CHRM5 antagonist	-4	-1	2	0	11	-9	0	-4	12	-5
M4 PAM	-1	10	-9	-2	-11	-3	-2	8	-4	21
M4 antag	-3	-8	-4	4	8	1	-6	-4	10	-5
CRFR2-BP ag	0.0	·	-3.2	3.9	-3.2	7.7	-0.6	-1.3	0.1	-0.4
CHRM5 PAM	2	0	-12	-1	-8	6	11	12	-7	5
CRFR2-BP antag	0	·	-2	5	10	4	6	13	4	9
M1 PAM	7	-1	-7	0	11	16	5	6	-1	5
M5 ag	-1	5	0	-2	-7	1	-2	8	-5	-1

Some values from the results shown.
Reading of no. 10 under M1 PAM: 5
Reading of no. 6 under CRFR2-BP ag: 7.7
Reading of no. 4 under M1 PAM: 0
Reading of no. 2 under M4 PAM: 10
Reading of no. 7 under CHRM5 antagonist: 0
Reading of no. 8 under CHRM4 agonist: -2
Reading of no. 3 under CRFR2-BP antag: -2

Later entries:
(11) CCOC(=O)N1CCN(CC(=O)N2c3ccccc3Sc3ccccc32)CC1
(12) COc1c(C(=O)NCCSC(C)(C)C)ccc2ccccc12
(13) CC1=C(C(=O)Nc2ccccc2)C(c2cccnc2)n2ncnc2N1 (configuration not stated)
(14) Fc1ccc(C2c3[nH]c4ccccc4c3CCN2Cc2ccoc2)cc1 (configuration not stated)
(15) Cc1cccc(CCNC(=O)CN(C)S(=O)(=O)c2cnc[nH]2)c1
(16) OCC[C@@H]1C[C@H](O)[C@@H](O)[C@]2(OCc3ccc(CO)cc32)O1
(17) CC(Oc1cc2oc(=O)c3c(c2cc1Cl)CCCC3)C(=O)NCC1CCC(C(=O)O)CC1 (configuration not stated)
(18) O=C(Nc1cccc(-c2cccc(F)c2)c1)C1CCN(CC2CCOC2)CC1 (configuration not stated)
(19) O=C(Nc1ccccc1Cc1ccccc1)c1ccncc1
(20) CCCNc1nc(NCC)nc(OC)n1

assay / compound	11	12	13	14	15	16	17	18	19	20
CHRM4 agonist	4	1	1	-1	1	1	1	5	1	1
CHRM5 antagonist	1	8	-5	-6	0	-14	5	-11	11	-2
M4 PAM	2	-11	1	-8	7	7	1	2	1	6
M4 antag	-16	1	-3	-1	0	-12	0	-4	6	-7
CRFR2-BP ag	0.9	-2.3	-2.8	0.2	-0.4	·	-1.4	3.2	-1.8	0.0
CHRM5 PAM	1	-6	0	-7	-3	10	2	6	-2	2
CRFR2-BP antag	-5	-2	4	-61	-12	·	7	-6	8	6
M1 PAM	2	-11	5	-31	7	11	2	14	0	7
M5 ag	14	-2	1	-11	-2	3	-6	-6	-2	-2

Retrieved by structure from above:
(19) O=C(Nc1ccccc1Cc1ccccc1)c1ccncc1
(18) O=C(Nc1cccc(-c2cccc(F)c2)c1)C1CCN(CC2CCOC2)CC1 (configuration not stated)
(13) CC1=C(C(=O)Nc2ccccc2)C(c2cccnc2)n2ncnc2N1 (configuration not stated)
(15) Cc1cccc(CCNC(=O)CN(C)S(=O)(=O)c2cnc[nH]2)c1

assay / compound	19	18	13	15
CHRM4 agonist	1	5	1	1
CHRM5 antagonist	11	-11	-5	0
M4 PAM	1	2	1	7
M4 antag	6	-4	-3	0
CRFR2-BP ag	-1.8	3.2	-2.8	-0.4
CHRM5 PAM	-2	6	0	-3
CRFR2-BP antag	8	-6	4	-12
M1 PAM	0	14	5	7
M5 ag	-2	-6	1	-2

New compounds follow
(21) COc1nccc(C(F)(F)F)c1C(=O)NC(=O)Nc1ccccc1
(22) Cn1cccc1CNC(=S)Nc1cc(F)cc(F)c1
(23) CC(C)N1CCN(Cc2ccc3nsnc3c2)CC1CCO (configuration not stated)
(24) CCOC(=O)C1CCCN(C(=O)c2cc3c(C)nc4ccccc4c3o2)C1 (configuration not stated)
(25) CC(C)c1nnc(NC(=O)CCC(=O)N2CCN(Cc3ccccc3)CC2)s1
(26) Cn1c([N+](=O)[O-])cnc1COC(N)=O
(27) OCn1c2ccccc2c2ccccc21
(28) COc1nc(-c2ccncc2)nc2ccccc12
(29) CC1CCCCN1C(=O)CCn1c(=O)oc2ccccc21 (configuration not stated)
(30) CC1CC2(C)CC(C)C1(COC(=O)Nc1ccccc1)CO2 (configuration not stated)

assay / compound	21	22	23	24	25	26	27	28	29	30
CHRM4 agonist	1	1	0	9	1	1	1	0	1	0
CHRM5 antagonist	2	18	-1	4	-2	0	0	1	7	-6
M4 PAM	-22	10	-13	-4	-5	0	8	-1	2	6
M4 antag	-1	3	6	-3	7	-12	-9	-1	-5	4
CRFR2-BP ag	-1.2	3.0	-2.3	0.9	0.2	0.2	1.9	-1.2	-0.1	-0.7
CHRM5 PAM	-3	-10	4	-14	-3	-2	-2	-1	-5	-2
CRFR2-BP antag	-16	10	25	1	-9	-3	2	-16	3	-5
M1 PAM	0	5	3	-6	0	-2	16	2	15	7
M5 ag	-4	-1	-3	4	-2	1	-3	-12	-4	-3

One compound at a time, from the list above. Screens in order: CHRM4 agonist	CHRM5 antagonist	M4 PAM	M4 antag	CRFR2-BP ag	CHRM5 PAM	CRFR2-BP antag	M1 PAM	M5 ag
`OCn1c2ccccc2c2ccccc21` reads 1	0	8	-9	1.9	-2	2	16	-3
`CCOC(=O)C1CCCN(C(=O)c2cc3c(C)nc4ccccc4c3o2)C1` (configuration not stated) reads 9	4	-4	-3	0.9	-14	1	-6	4
`CC(C)N1CCN(Cc2ccc3nsnc3c2)CC1CCO` (configuration not stated) reads 0	-1	-13	6	-2.3	4	25	3	-3
`COc1nc(-c2ccncc2)nc2ccccc12` reads 0	1	-1	-1	-1.2	-1	-16	2	-12

Next part
(31) Cn1cnnc1-c1cccc(NS(=O)(=O)c2ccc(N3CCCC3=O)cc2)c1
(32) COc1cc(/C=C2/C(=N)N3N=C(C(C)C)SC3=NC2=O)ccc1OS(=O)(=O)c1ccccc1
(33) Cc1cn([C@H]2C[C@H](O)[C@@H](/C=C/C(=O)NCc3ccc(N(C)C)cc3)O2)c(=O)[nH]c1=O
(34) COc1ccc2c(c1)CC(C1(O)C(=O)N(C)c3ccccc31)C2=O (configuration not stated)
(35) CS/C(=C\[N+](=O)[O-])Nc1ccc(OC(F)(F)F)cc1
(36) CC(=O)Nc1ccc(NS(=O)(=O)c2ccc3[nH]c(=O)[nH]c3c2)cc1
(37) COc1ccc(-n2c(SC(C)C(=O)Nc3ccc(NC(C)=O)cc3)nc3ccccc3c2=O)cc1OC (configuration not stated)
(38) Cc1nn(CC(=O)c2ccc(Cl)cc2Cl)c(C)[n+]1N
(39) CCOC(=O)/C(C#N)=C/c1cc2ccccc2nc1N1CCCCC1
(40) O=S(=O)(c1cccc(NC(=S)Nc2ccc(Br)cc2Cl)c1)N1CCOCC1

assay / compound	31	32	33	34	35	36	37	38	39	40
CHRM4 agonist	0	3	0	2	0	0	0	0	0	1
CHRM5 antagonist	-3	-8	17	4	2	-7	-1	3	-7	-4
M4 PAM	0	-1	-6	11	-3	5	5	-1	-1	4
M4 antag	5	-11	8	6	3	-4	-16	3	-3	-12
CRFR2-BP ag	-0.2	5.3	·	-1.8	1.0	-0.8	1.1	0.7	36	-2.8
CHRM5 PAM	1	7	6	3	-5	-2	4	-1	2	4
CRFR2-BP antag	6	-18	·	11	-14	22	10	-11	-95	-1
M1 PAM	5	11	-1	12	5	7	11	-1	9	1
M5 ag	2	-2	3	0	-3	-1	-3	-3	0	-3

(41) Cc1c(C(=O)NN)[nH]c2ccc([N+](=O)[O-])cc12
(42) CN(CC(=O)Nc1ccc(Cl)c(C(F)(F)F)c1)C(=O)C1CC(=O)N(Cc2ccco2)C1 (configuration not stated)
(43) O=[N+]([O-])c1cc([N+](=O)[O-])c(Oc2cccnc2Br)cc1NN1CCCCC1
(44) CCOC(=O)C1(C)C=C(Nc2ccc(OCC)cc2)C(=O)N1c1ccccc1 (configuration not stated)
(45) O=C(Nc1cc(C(=O)N2CCOCC2)ccc1N1CCCC1)c1cccs1
(46) Cn1c(SCC(=O)N2CCOCC2)nnc1-c1cccc(NC(=O)c2ccccc2)c1
(47) CC(C)C(c1nnnn1CCc1ccccc1)N1CCN(C(=O)c2ccco2)CC1 (configuration not stated)
(48) O=S(=O)(c1ccc(F)cc1)N1CCN(CC(O)COCc2cccs2)CC1 (configuration not stated)
(49) O=C(c1ccccc1)n1ccc(-c2cccs2)n1
(50) COc1ccc(NS(=O)(=O)c2cc(NC(=O)COc3ccccc3F)ccc2OC)cc1
(51) O=C(NC1(C(F)(F)F)NC(=O)N(c2ccc(F)cc2)C1=O)c1cccs1 (configuration not stated)
(52) COc1ccc(S(=O)(=O)NCC2CCC(C(=O)NCC(OC)OC)CC2)cc1 (configuration not stated)
(53) Cc1cc2oc3c(c(=O)c2cc1C)C(c1ccc(C(C)C)cc1)N(CCCN1CCOCC1)C3=O (configuration not stated)

assay / compound	41	42	43	44	45	46	47	48	49	50	51	52	53
CHRM4 agonist	4	0	0	0	2	1	2	1	0	9	2	3	5
CHRM5 antagonist	9	11	11	2	-2	1	-7	7	1	-4	-6	0	1
M4 PAM	-8	-1	1	-3	3	-3	-4	-8	-7	9	-2	8	2
M4 antag	1	-3	6	-8	-13	1	-4	2	-3	-13	1	-6	-1
CRFR2-BP ag	-1.1	-1.4	-3.0	-0.8	-1.2	-0.7	3.8	-0.6	0.2	-1.0	-1.9	-2.0	-0.5
CHRM5 PAM	-14	-2	-4	-7	3	-3	-3	-8	1	-7	5	5	-2
CRFR2-BP antag	9	7	0	17	5	-3	-7	-7	20	-5	18	-4	0
M1 PAM	4	3	-2	-2	9	-4	5	3	6	14	-2	14	6
M5 ag	5	0	2	-4	1	-2	-11	-4	-2	2	0	6	2
